ALOX12 inh: inhibitors of human 12S-lipoxygenase ALOX12. 1.1% of 580,000 active. P18054. Potency, µM (top dose mostly 108 µM), for inactives: top-dose activity change, negative = inhibition, hits mostly inhibitors. purified 12hLO, xylenol orange hydroperoxide absorbance; active = well fitted inhibition curve with a large enough effect; inconclusive = small, poorly fitted or top-dose-only effect, or another doubt; inactive = no such curve, though single readings can be large or run the other way
Target sequence (P18054 whole entry, looked up): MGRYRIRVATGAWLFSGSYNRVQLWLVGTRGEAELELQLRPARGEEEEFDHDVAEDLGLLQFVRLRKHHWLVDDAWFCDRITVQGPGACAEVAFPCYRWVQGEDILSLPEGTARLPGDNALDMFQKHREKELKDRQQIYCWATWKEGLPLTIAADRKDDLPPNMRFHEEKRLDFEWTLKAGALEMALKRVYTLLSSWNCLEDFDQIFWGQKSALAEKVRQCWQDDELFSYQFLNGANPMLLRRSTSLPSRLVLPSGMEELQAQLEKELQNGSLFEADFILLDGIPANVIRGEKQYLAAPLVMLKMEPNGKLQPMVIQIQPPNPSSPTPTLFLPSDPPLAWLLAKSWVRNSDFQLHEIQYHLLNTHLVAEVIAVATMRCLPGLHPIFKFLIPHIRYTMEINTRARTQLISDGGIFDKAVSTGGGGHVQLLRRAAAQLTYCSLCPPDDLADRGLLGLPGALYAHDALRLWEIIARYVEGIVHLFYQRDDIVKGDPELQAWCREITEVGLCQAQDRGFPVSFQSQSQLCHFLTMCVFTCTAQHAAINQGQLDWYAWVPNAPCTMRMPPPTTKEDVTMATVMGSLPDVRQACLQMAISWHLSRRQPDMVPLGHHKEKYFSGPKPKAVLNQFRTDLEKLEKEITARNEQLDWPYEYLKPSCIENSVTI
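Purified human 12hLO at 150 nM in 25 mM Hepes, 0.01% Triton X-100, pH 7.0, preincubated 15 min at room temperature with compound. Reaction started with 40 uM arachidonic acid, 30 min at room temperature. Hydroperoxide measured by Fe-xylenol orange, 573/405 nm absorbance ratio.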
The depositor's hits bear a star; u = inconclusive; & = joins results of further samples; [ ] = another dose, or the depositor's remark. % is scaled to controls: 0 for no effect and ±100 for the full control effect; potency is read from the fitted curve at half-maximal effect.

SMILES,ALOX12 inh
COc1ccc(N2CC(C(=O)N3CCC(C(=O)NCCOc4ccccc4)C3)NC2=O)cc1 (stereo unspecified),39%&40%[activator]
CN(C)C(=O)N1CCN(C(=O)c2noc3c2CCCC3)[C@H]2CS(=O)(=O)C[C@H]21,73%[activator]
Cc1cnn(CCC(=O)N[C@@H]2COCC[C@H]2OCc2ccccn2)c1,11%
CC(=O)N(C1CC1)C1CCOC2(CCN(C(=O)Nc3ccccc3)CC2)C1 (stereo unspecified),27%
COc1ccc2c(c1)CC/C=C(/c1ccccc1)CCO2,-17%
NC1CCCCN(Cc2ccc(Cl)c(F)c2)C1 (stereo unspecified),38%[activator]
CCCNC(=O)C1N(c2ccc(OC)cc2)C(=O)C12CCCCC2 (stereo unspecified),47%[activator]
O=C(Cc1ccccc1)NCC1CCCCC(=O)N1 (stereo unspecified),-7%
O=C(c1ccc2cc[nH]c2c1)N1CCCN(c2cc(-c3ccc(Cl)cc3)[nH]n2)CC1,-1%
COc1ccc2c(c1)[C@@H](NS(C)(=O)=O)[C@H](C)[C@@H](c1ccccc1)N2C(=O)Nc1ccc(C(F)(F)F)cc1,-2%
Brc1ccc(-c2ccnc3nc(C4CCCO4)nn23)s1 (stereo unspecified),-9%
O=C(CN1CCOC(c2ccc(F)cc2)C1)NCc1ccccn1 (stereo unspecified),81%[activator]
O=C(Cc1ccsc1)N1CCC2(CC1)CN(c1ccncn1)CC2CO (stereo unspecified),37%[activator]
Cc1cccc(C)c1[N+](=O)[O-],-4%
CCc1nc(-c2c3n(c(=O)n(Cc4ccc(C#N)cc4)c2=O)CCCC3)no1,-2%
Cn1cncc1-c1nnc([C@H]2CCN(CC3CCCCC3)C2)o1,101%[activator][176 µM]
c1cncc(-c2nnc3n2CCN(CC2CC2)C3)c1,-1%[12.5 µM]
CNC(=O)N1CCC(C2CCN(C(=O)c3cccc(C#N)c3)C2)CC1 (stereo unspecified),35%
COCC(=O)N1CC[C@@H](CC(=O)O)[C@@H](CC2=NCCc3cc(OC)ccc32)C1,u
Cn1cc(CN2CC[C@@H](c3ccc4c(c3)OCO4)[C@H](O)C2)c2ccccc21,-1%

Random excerpt: 4 records from the list, in no set order.
SMILES,ALOX12 inh
O=C(Cc1ccsc1)N1CCC2(CC1)CN(c1ccncn1)CC2CO (stereo unspecified),37%[activator]
c1cncc(-c2nnc3n2CCN(CC2CC2)C3)c1,-1%[12.5 µM]
Brc1ccc(-c2ccnc3nc(C4CCCO4)nn23)s1 (stereo unspecified),-9%
O=C(Cc1ccccc1)NCC1CCCCC(=O)N1 (stereo unspecified),-7%

Continued.
SMILES,ALOX12 inh
COCCOc1ccc2c(n1)CCN(C(=O)Cc1cccc(F)c1)C2,56%[activator]
O=C(NC[C@H]1OC[C@@H](N(Cc2ccccn2)Cc2ccccn2)[C@@H]1O)C1CC1,76%[activator][176 µM]
CC(C)CCOC(=O)CC(C)C,-4%[176 µM]
CN(Cc1ccccc1C(F)(F)F)C1CCCc2ccccc21 (stereo unspecified),28%[176 µM]
O=C(CN1C(=O)NC(c2ccccc2Cl)C2=C1COC2=O)NCCc1ccc(Cl)cc1 (stereo unspecified),u
COc1ccc(S(=O)(=O)N2CCN(CC3(O)CCNC3)CC2)cc1 (stereo unspecified),-24%
O=c1c2nc(-c3ccoc3)ccc2ncn1Cc1ccccc1,42%[176 µM]
Cc1cccc(C(=O)N2CCC3(CC2)OCC(C(=O)NCC2CCCO2)N3C(=O)c2ccccc2)c1 (stereo unspecified),40%
CN(C)C(=O)CC1=C2CCCCC2N(C)C1=O (stereo unspecified),12%
CN(C)c1ccc(CN2CCC3(C2)NC(=O)c2ccccc2O3)cc1 (stereo unspecified),24%[176 µM]

Reprinted from the part before: 2 compounds, followed by the next part.
SMILES,ALOX12 inh
CN(C)C(=O)CC1=C2CCCCC2N(C)C1=O (stereo unspecified),12%
CN(C)c1ccc(CN2CCC3(C2)NC(=O)c2ccccc2O3)cc1 (stereo unspecified),24%[176 µM]
COCCN1C(=O)CS(=O)C12CCN(S(=O)(=O)c1ccccc1)CC2 (stereo unspecified),34%[activator]
COc1ccc(NC(=O)CN2C(=O)NC3(CCCCC3)C2=O)cc1Cl,u
COc1ccc(-c2ccc3ncc4c(c3c2)n(-c2ccc(N3CCNCC3)c(C(F)(F)F)c2)c(=O)n4C)cn1,u
O=C1NC(=NC2CCCC2)C2(CCCN(CC3CCCCC3)C2)N1c1cccnc1 (stereo unspecified),3%[6.33 µM]
COc1ccc(NC(=O)c2cc3n(n2)CC(c2ccc(Cl)cc2)OC3)cc1Cl (stereo unspecified),13%
COc1ccc(C(=O)NC(C(=O)NCC(C)C)C2CCN(C(=O)c3ccccc3F)CC2)cc1 (stereo unspecified),7%
CCc1ccc(CN2C[C@@H]3C(=O)N(CCN4CCc5ccccc5C4)C(=O)[C@@H]3C2)cc1,10%
O=C(c1ccc2cc[nH]c2c1)N1C[C@@H](CO)[C@H](c2nc(C3CC3)no2)C1,47%[activator]
CCN1CCN(CCNC(=O)c2cn3ccnc(-c4ccc(OC)cc4)c3n2)CC1,9%
Cc1ccccc1C(=O)N1C(C(=O)NCC(C)C)COC12CCN(C(=O)c1cccc(Cl)c1)CC2 (stereo unspecified),17%
CC1=C[C@@H](CN(C)C)[C@H](C(C)C)C[C@H]1Cc1nc2c(C)cccc2[nH]1,114%[activator][176 µM]
O=C(NCc1ccccn1)C1(Oc2ccc(Cl)cc2)CCNCC1,8%
CCc1ccc(NC(=O)c2cc3n(n2)CC(c2ccc(Cl)cc2)OC3)cc1 (stereo unspecified),u
COc1ccccc1CNC(=O)C1CCCN(C(=O)c2cccnc2)CCC(=O)NCC1 (stereo unspecified),65%[activator]
COc1ccc(C2Cn3nnc(-c4noc(-c5cccc(Cl)c5)n4)c3CO2)cc1 (stereo unspecified),35%[activator]
COCCn1ncc(N2CCC(NC(=O)C(C)(C)C)CC2)cc1=O,0%
Cc1ccc(NC(=O)Cn2c(N3CCCCC3)nc(C)c(C)c2=O)cc1,27%
O=C(NCc1cccc(F)c1)c1cc2c(s1)CCN(C(=O)c1ccccc1)C2,5%
COc1ccc(OC)c(-c2cnc3[nH]cc(CC(N)=O)c3c2)c1,1%[176 µM]
CCCC1CCCN1C(=O)c1coc(COc2ccc3ccc(OC)cc3c2)n1 (stereo unspecified),10%
O=C(NCCCN1Cc2ccccc2C1)c1cccc(C2CCCNC2)c1 (stereo unspecified),22%
O=C(Nc1ccccc1OC(F)F)c1ccn2ccnc2n1,-2%
O=C(Nc1ccc([C@H]2OCC(=O)N(Cc3ccc(F)cc3)[C@@H]2CO)cc1)C1CCOCC1,58%[activator]
CC(C)c1cc(C(=O)NCCc2nc(-c3cccnc3)no2)nc2ncnn12,22%
O=C(c1cccs1)C1CCCN(C(=O)c2ccc3nccn3c2)C1 (stereo unspecified),16%
CN1CCC(OC2CCN(C(=O)c3cccc(C(F)(F)F)c3)CC2)CC1,45%
COCC(=O)N[C@@H]1CN(C(=O)c2cc3ccccc3[nH]2)CC[C@@H]1CO,45%[activator]
COc1ccc2nc([C@H]3CCN(C4CCCCC4)C3)[nH]c2c1,12%[176 µM]
CNC(=O)C(C)(C)N1CCC[C@H]1C(=O)N1CCCCC1,33%[176 µM]
OC[C@@H]1CN(Cc2ccc3[nH]ccc3c2)C[C@H]1c1ccccn1,71%[activator]
O=C1CCN(C(=O)CN2CCCCCC2)CCCC(c2nc(-c3cnccn3)no2)CCN1 (stereo unspecified),73%[activator]
Brc1cccc(CN2CCN(c3ncc(Cc4ccccc4)cn3)CC2)n1,-10%
C=CCN1C[C@@H]2CN(C(=O)CCc3cccc(OC)c3)C[C@]2(C(=O)O)C1,3%
Cc1noc(C)c1S(=O)(=O)N(C)Cc1cccc(C(F)(F)F)c1,37%
CN1C(=O)c2cccn2CC1C(=O)NCCCN1CCc2ccccc2C1 (stereo unspecified),50%[activator]
O=C(c1ccccc1)N1CCC2(CC1)C(=NC1CCCCC1)NC(=O)N2c1cccnc1,-6%
CC1CCN(C(=O)c2ccccc2OCC2CCCN(C3CCCC3)C2)CC1 (stereo unspecified),42%[activator]
COc1cc(C)sc1C(=O)NC1CC(c2cc(=O)[nH]c(C3CC3)n2)C1 (stereo unspecified),78%[activator]
O=C(Nc1ccc2c(c1)OCCO2)N1CCCC(Cc2noc(-c3ccncc3)n2)C1 (stereo unspecified),22%
Cc1nccn1CCC(NC(=O)c1cn(CCN)nn1)c1ccccc1 (stereo unspecified),57%[activator]

Entries shown so far with a CF3 group, in the order listed:
SMILES,ALOX12 inh
COc1ccc2c(c1)[C@@H](NS(C)(=O)=O)[C@H](C)[C@@H](c1ccccc1)N2C(=O)Nc1ccc(C(F)(F)F)cc1,-2%
CN(Cc1ccccc1C(F)(F)F)C1CCCc2ccccc21 (stereo unspecified),28%[176 µM]
COc1ccc(-c2ccc3ncc4c(c3c2)n(-c2ccc(N3CCNCC3)c(C(F)(F)F)c2)c(=O)n4C)cn1,u
CN1CCC(OC2CCN(C(=O)c3cccc(C(F)(F)F)c3)CC2)CC1,45%
Cc1noc(C)c1S(=O)(=O)N(C)Cc1cccc(C(F)(F)F)c1,37%

More results follow:
SMILES,ALOX12 inh
CCC(c1nc2ccccc2[nH]1)n1c(C)nc2ccccc21 (stereo unspecified),-6%
COc1ccccc1CN1CCCn2nc(C)c(-c3ccccc3C(N)=O)c21,-3%[176 µM]
Fc1cc(Nc2cnc3ccc(-c4ccccc4)nn23)cc(N2CCOCC2)c1,-4%[176 µM]
CCOCC1(C)COc2ccc(C(=O)N(C)c3ccccc3)cc2N1 (stereo unspecified),1%[176 µM]
CCc1cc(NC(CCO)c2ccccc2)n2nc(C)c(C)c2n1 (stereo unspecified),40%[activator]
CCN1C(=O)C2CC3(CCN(Cc4cn(C)c5ccc(OC)cc45)CC3)CN2C1=O (stereo unspecified),u
CN1c2cc(C(=O)N3CCOCC3)ccc2OCC1CC(=O)NC(CO)CO (stereo unspecified),11%
CS(=O)(=O)c1cnc(NCc2ncc[nH]2)nc1C1CCCNC1 (stereo unspecified),114%[activator]
COC1CN(c2ccc(C)cc2)C12CCN(C(=O)C(C)C)CC2 (stereo unspecified),5%
O=C(Cc1cccs1)N1CCN(c2cc(C(F)(F)F)ncn2)CC1,35µM*
CN1CCN(C(=O)c2ccc(N3CC4CC(C3)[C@H]3CCCC(=O)N3C4)nc2)CC1 (stereo partly specified),11%
CC(C)c1nncn1C1CCN(S(=O)(=O)c2ccc(F)cc2)CC1,22%
Cc1ccc(C2Cn3cnc(C(=O)N4CCC(C(=O)NC5CCCC5)CC4)c3CO2)cc1 (stereo unspecified),33%[activator]
Cn1ncc(N2CCC(NC(=O)CC(C)(C)C)CC2)cc1=O,51%[activator]
Cn1ccc(NC(=O)[C@@H]2C[C@H](c3ccc(F)cc3)N(Cc3ccccc3Cl)C2)n1,-10%[176 µM]
COCCC(=O)NCCC1CCN(C(=O)Nc2cc(F)ccc2F)CC1,51%[activator]
O=C(Nc1cccnc1)c1nc2c(o1)CCN(Cc1cccs1)CC2,-20%[176 µM]
CNC(=O)[C@@H](C1CC1)N1CCC[C@H]1C(=O)NC1CC1,u
Cc1ccc(N2CC(c3noc(-c4cccc(Cl)c4)n3)CC2=O)cc1 (stereo unspecified),2%
O=C(c1ccc2c(c1)ncn2CCO)N1CCCC(CCc2ccccc2F)C1 (stereo unspecified),80%[activator]
CC(C)S(=O)(=O)N1CC(Oc2ccc(-c3noc(-c4cccnc4)n3)cc2)C1,-4%
O[C@H](COc1cccc(C(F)(F)F)c1)CN1CCC(C(O)(c2ccccc2)c2ccccc2)CC1,-26%
C#CCOc1ccccc1-c1c(-c2ccccc2)ncn1CCCO,73%[activator]
COCc1noc([C@@H]2CC(F)(F)CN2C(=O)Cc2ccccc2F)n1,57%[activator]
NC(=O)Cc1c[nH]c2ncc(-c3ccccc3C(F)(F)F)cc12,u
Cn1ncc(N2CCC(NC(=O)C3CCOC3)CC2)cc1=O (stereo unspecified),6%
Cc1ccc(CN2CCC(CNc3ccncn3)CC2)o1,42%[activator]
COc1ccc(-c2cc(-c3cccc(CO)c3)cn3cncc23)cn1,15%[176 µM]
O=C(NCCc1ccccc1)N1CCC(c2noc(-c3ccccc3)n2)C1 (stereo unspecified),-7%
Cc1noc(-c2nc(-c3cccc(C(F)(F)F)c3)no2)n1,42%
Fc1ccc(-c2nnc3ccc(NCCc4ccccn4)nn23)nc1,u
Cc1ccccc1NC(=O)N[C@H]1CC[C@@]23CCCN2C(=O)CCC[C@H]3C1Cc1ccccc1 (stereo partly specified),-1%
CS(=O)(=O)N1CCCC(C(=O)NCCc2ccccc2)CCNC(=O)CC1 (stereo unspecified),84%[activator]
Cc1cnc(C(=O)NC2C[C@H]3CC[C@@H](C2)N3C(=O)c2sccc2C)cn1 (stereo partly specified),26%
Cc1ccccc1Cn1cc(-c2ccncc2)cc1C(=O)N1CCCC(C)C1 (stereo unspecified),41%[activator]
COc1ccc(-c2ncc[nH]2)cc1,8%[12.5 µM]
CC(C)CN(Cc1nnc2cc(-c3nc(-c4ccccc4)no3)ccn12)CC(C)C,56%[activator]
COC(=O)c1cn([C@H]2CO[C@H]3[C@@H]2OC[C@H]3OC(=O)Nc2ccccc2)nn1,-1%[176 µM]
COc1ccccc1CN1C(=O)COC[C@@H]1[C@H](O)c1ccc(NC(=O)CCc2ccccc2)cc1,8%

Screening results from PubChem.

The list is partial; count on the stated rates, not on these rows.
